GSTO1 inh = counter-screen for RBBP9 inhibitors: inhibitors of human GSTO1; 300,000 compounds, 1.1% hits; recombinant GSTO1, activity-based probe fluorescence polarization; inhibition, % at 5.96 µM;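 active means inhibition above the campaign mean inhibition plus 3 SD, cut at about 35% in these data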;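 further: 0% = GSTO1-1 with DMSO and 100% = wells lacking GSTO1-1 enzyme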
PAFAH1B3 FP inh = blocks human PAF acetylhydrolase 1B catalytic subunit 3 | inhibition, % at 3.39 µM | Q15102 | 340,000 compounds, 0.28% hits | recombinant PAFAH1B3, FP-rhodamine probe, fluorescence polarization;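 active means inhibition above the screen-wide average of all tested compounds plus 3 SD, cut at about 25% in these data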;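 further: 0% = enzyme with DMSO only and 100% = wells lacking PAFAH1B3 protein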
LYPLA2 counter = counter-screen for PME1 inhibitors: inhibitors of human LYPLA2 | recombinant LYPLA2, FP-Rh probe fluorescence polarization | inhibition, % at 5.9 µM | 320,000 compounds, 0.38% hits;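 active means inhibition above the screen-wide mean plus 3 SD, limit set per campaign, cut at about 26% in these data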;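 further: 0% = LYPLA2 with DMSO and 100% = wells lacking LYPLA2 enzyme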
PME-1 inh = blocks human protein phosphatase methylesterase 1 | Q9Y570 | recombinant PME-1, FP-Rh probe fluorescence polarization | inhibition, % at 5.9 µM | 320,000 compounds, 0.53% hits;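 active means inhibition above the campaign mean of all compounds plus 3 SD, cut at about 26% in these data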;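 further: competitive labeling of PME-1 active site by serine hydrolase directed probe; 0% = PME-1 with DMSO and 100% = wells lacking PME-1 enzyme; inhibitors block probe labeling so polarization falls and inhibition rises; many of its hits are not listed in these tables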
Target sequence (Q9Y570 whole entry, looked up): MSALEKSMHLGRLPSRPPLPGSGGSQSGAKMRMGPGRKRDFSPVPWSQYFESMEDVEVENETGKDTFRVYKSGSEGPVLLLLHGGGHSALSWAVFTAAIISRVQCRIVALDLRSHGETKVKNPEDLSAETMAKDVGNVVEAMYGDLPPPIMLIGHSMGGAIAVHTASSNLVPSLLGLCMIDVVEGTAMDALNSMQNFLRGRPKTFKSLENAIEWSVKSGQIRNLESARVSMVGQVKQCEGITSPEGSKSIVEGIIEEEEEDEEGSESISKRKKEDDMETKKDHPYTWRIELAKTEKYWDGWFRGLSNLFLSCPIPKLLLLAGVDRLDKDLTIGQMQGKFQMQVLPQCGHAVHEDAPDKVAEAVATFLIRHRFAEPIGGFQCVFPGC
pPAFAH FP inh = inhibitors of human plasma PAF acetylhydrolase (pPAFAH) | inhibition, % at 3.39 µM | 330,000 compounds, 1.5% hits | recombinant pPAFAH, FP-rhodamine probe fluorescence polarization;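 active means inhibition above the mean inhibition across the screen plus 3 SD, cut at about 25% in these data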;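 further: inhibitors block binding of the rhodamine activity-based probe so polarization drops; 0% = enzyme with DMSO and 100% = wells lacking pPAFAH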
Target sequence (Q13093 whole entry, looked up): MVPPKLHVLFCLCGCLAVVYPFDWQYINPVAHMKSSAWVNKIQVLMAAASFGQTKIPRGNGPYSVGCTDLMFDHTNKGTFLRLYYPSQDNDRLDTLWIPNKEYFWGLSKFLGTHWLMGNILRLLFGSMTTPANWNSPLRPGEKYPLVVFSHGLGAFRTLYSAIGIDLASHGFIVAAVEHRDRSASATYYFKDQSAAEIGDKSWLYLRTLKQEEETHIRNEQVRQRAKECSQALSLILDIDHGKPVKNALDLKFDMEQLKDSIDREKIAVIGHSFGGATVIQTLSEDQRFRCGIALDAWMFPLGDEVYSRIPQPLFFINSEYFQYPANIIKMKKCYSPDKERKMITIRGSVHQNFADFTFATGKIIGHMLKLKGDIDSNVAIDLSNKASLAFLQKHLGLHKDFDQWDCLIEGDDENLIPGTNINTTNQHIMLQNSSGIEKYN
PAFAH1B2 FP inh = PAFAH1B2 (human) inhibition | 340,000 compounds, 1.2% hits | AID 492953 | inhibition, % at 3.39 µM | recombinant PAFAH1B2, FP-rhodamine activity probe, fluorescence polarization;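 active means inhibition above the mean of all tested compounds plus 3 SD, cut at about 24% in these data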;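 further: 0% = enzyme with DMSO and 100% = wells lacking PAFAH1B2; many of its hits are not listed in these tables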
Target sequence (P68402 whole entry, looked up): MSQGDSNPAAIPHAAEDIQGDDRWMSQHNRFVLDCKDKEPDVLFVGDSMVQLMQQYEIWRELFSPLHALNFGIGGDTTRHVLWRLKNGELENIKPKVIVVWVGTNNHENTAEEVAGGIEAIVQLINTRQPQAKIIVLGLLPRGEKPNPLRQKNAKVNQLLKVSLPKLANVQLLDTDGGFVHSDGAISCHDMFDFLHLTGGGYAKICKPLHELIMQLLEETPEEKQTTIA
PAD4 FP inh = inhibitors of human PAD4. recombinant PAD4, RCA probe fluorescence polarization. inhibition, % at 6.36 µM. 330,000 compounds, 0.41% hits. AID 485272;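 active means percent inhibition above a cutoff equal to the mean of all tested compounds plus 3 SD, cut at about 15% in these data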;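 further: 0% = PAD4 with RCA probe and DMSO and 100% = probe without PAD4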
LYPLA1 counter = blocks human lysophospholipase 1, a PME1 counter-screen; O75608; recombinant LYPLA1, FP-Rh probe fluorescence polarization; inhibition, % at 5.9 µM; 320,000 compounds, 0.16% hits; AID 2174;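 active means inhibition above the mean of all tested compounds plus 3 SD, set per campaign, cut at about 14% in these data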;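 further: inhibitors block serine hydrolase probe labeling of LYPLA1 so polarization falls; 0% = enzyme with DMSO and 100% = wells lacking LYPLA1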
PAFAH2 FP inh = inhibitors of human PAFAH2; Q99487; recombinant PAFAH2, FP-rhodamine activity probe, fluorescence polarization; inhibition, % at 3.39 µM; 340,000 compounds, 0.99% hits; AID 492956;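 active means inhibition above the mean over all tested compounds plus 3 SD, cut at about 30% in these data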;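 further: inhibitors block probe labeling of enzyme so polarization drops; 0% = enzyme with DMSO and 100% = wells lacking PAFAH2 protein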
Active calls of the source: *; · = not tested or not shown. These rows are one share of the data, so the mix of outcomes need not match the whole.

SMILES	GSTO1 inh	PAFAH1B3 FP inh	LYPLA2 counter	PME-1 inh	pPAFAH FP inh	PAFAH1B2 FP inh	PAD4 FP inh	LYPLA1 counter	PAFAH2 FP inh
COc1ccc(-c2cc(C(=O)NC(C(=O)O)C(C)C)c(C)o2)cc1OC (configuration not stated)	7	-1	7	-2	5	-1	-3	0	-7
CCOC(=O)c1ccc2[nH]c3c(c2c1)CN(C)CC3	2	1	1	-2	6	2	5	1	0
COc1cc(SC#N)ccc1N=Cc1c(C)[nH]n(-c2ccc(C)cc2C)c1=O	16	6	0	-2	3	3	22*	0	-3
Cc1ccc(C(=O)CSc2ccc(-c3cccnc3)nn2)cc1	5	3	-3	0	-2	6	-2	0	0
Cc1cc(OCC(O)CN2CCc3ccccc3C2)ccc1Cl (configuration not stated)	1	5	-1	-2	7	3	0	-1	18
Cc1ccc(NC(=O)[C@H](CC(C)C)NC(=O)[C@@H]2Cc3ccccc3CN2)cc1	2	1	-5	-1	2	6	2	1	3
CC(C)Nc1nc(NC(C)(C)C)nc(Oc2ccc(=O)n(C)n2)n1	9	8	0	1	-2	1	-1	-2	-3
Cc1ccc(S(=O)(=O)CC(c2ccccc2)N2CCOCC2)cc1 (configuration not stated)	0	6	6	8	-2	3	1	0	1
OC1(c2ccccc2)CCN(Cc2ccccc2)C2CCCCC21 (configuration not stated)	1	9	7	-2	-1	1	-1	1	-12
C=CCN1C(=O)C(CC(=O)Nc2ccccc2)N(Cc2ccccn2)C1=S (configuration not stated)	-2	9	3	-5	1	2	0	1	-6
COc1ccc(/C=C(\NC(=O)c2ccco2)C(=O)NCc2ccco2)cc1	5	-1	-4	-12	-2	-1	-1	1	-1
Cc1cc(C(=O)c2cnc(/N=C/N(C)C)s2)c(F)cc1Cl	3	9	8	3	5	3	-1	1	10
CC1CCCC(C)N1C(=O)c1ccc(S(=O)(=O)NCc2ccco2)cc1 (configuration not stated)	-7	9	-3	-2	5	11	-4	-2	1
CCOC(=O)C1CCCN(C(=S)NC2CCCCC2)C1 (configuration not stated)	0	0	7	0	3	4	-10	3	9
CCOc1ccc(C(=O)N2CCN(c3ccccn3)CC2)cc1OCC	2	9	0	-3	-2	0	-3	-2	2
Cc1[nH]c(=O)c(C#N)c(C)c1CCC(=O)Nc1cc(S(C)(=O)=O)ccc1Cl	1	4	-1	5	3	-9	-1	-4	2
C=CCSc1nc(N)c2c(C)c(C)sc2n1	-5	-1	3	-2	6	2	-3	-3	-4
Cc1c(NC(=O)C(C)OC(=O)Cc2ccc(F)cc2)c(=O)n(-c2ccccc2)n1C (configuration not stated)	3	7	-4	-3	5	3	-6	-2	3
CCn1c(=O)cc(N2CCN(Cc3ccccc3)CC2)[nH]c1=O	7	2	0	2	4	8	-3	-2	-1
O=C(NC1CC2CCC(C1)N2Cc1ccccc1)c1cccc(F)c1 (configuration not stated)	9	9	-1	-6	-4	7	-4	0	5
CC(C)NC(=O)Cn1c(=O)c2c(ncn2Cc2ccccc2)n(Cc2ccccc2)c1=O	0	1	-4	2	3	3	-3	-1	2
COc1ccc(OC)c(N=CC2=C(O)CC(C)(C)CC2=O)c1	1	-3	-6	-6	-3	-1	-1	-1	1
CNC(=O)CSc1nc2ccccc2c(=O)n1CCc1ccccc1	3	1	3	-2	4	8	-5	2	4
O=C(C1CCN(c2nnc(-n3cccc3)s2)CC1)N1CCOCC1	-1	2	4	8	7	-6	-5	-3	4
Cc1cc(OCc2cc(C(=O)NC(C)c3c(C)nn(C)c3C)no2)cc(C)c1Cl (configuration not stated)	-5	1	-2	0	8	1	-5	-5	4
COc1cc(/C=C/C(=O)OCC(=O)N2CCC(Cc3ccccc3)CC2)ccc1O	1	6	8	5	12	-2	0	3	14
CC(C)c1nc(SCC(=O)Nc2cccc3ccccc23)n[nH]1	·	1	·	·	3	9	-1	·	1
CSc1sc(C(=O)NNC(=O)c2ccc(Cl)cc2)c2c1C=CCC2	-7	6	-16	0	16	1	0	-9	0
Cc1ccc(Nc2cc(C)c(O)c(C)c2)cc1	13	12	6	6	-2	5	3	4	6
CC(C)(CC(=O)O)CC(=O)N1CCCN(c2nccc(C(F)(F)F)n2)CC1	5	6	-2	-6	3	4	-4	-1	-1
Cc1sc2ncnc(OCC(=O)NCC3CCCO3)c2c1C (configuration not stated)	4	-2	4	1	2	-2	5	-1	-11
CC1(C(=O)NC(=S)N(CCC#N)Cc2cccnc2)CC1(Cl)Cl (configuration not stated)	7	·	-6	-2	3	·	-4	2	·
CCCn1c(C)cc(/C=C(\C#N)C(=O)O)c1C	2	-4	1	-8	-2	5	-5	0	7
Cc1sc2ncnc(N3CCC(C(=O)Nc4nc(-c5cccs5)cs4)CC3)c2c1C	-10	-9	-7	-7	1	-3	3	-3	-10
COc1ccc(-c2noc3c2-c2nc(-c4ccc(Br)cc4)sc2CC3)cc1	5	1	4	2	5	2	102*	-1	-11
NC(=O)CN1C(=O)C(=O)N(Cc2ccccc2)C1=O	10	9	-1	0	6	1	-5	3	9
O=C1C(CCS(=O)c2ccccc2)C(=O)N(c2ccccc2)N1c1ccccc1 (configuration not stated)	-3	5	0	-2	-1	9	2	-2	0
CCCCn1c(N)c(N(CC(C)C)C(=O)c2cccc(S(=O)(=O)N3CCCCC3)c2)c(=O)[nH]c1=O	-7	3	0	-10	-1	-1	-3	2	2
COCCSc1nnc(-c2cnccn2)o1	-2	3	-2	2	1	2	0	-2	6
COc1ccc(-c2nn(Cc3ccccc3)cc2C(=O)N2CCN(c3ncccn3)CC2)cc1OC	·	0	-3	-2	-2	1	-1	-3	0
NC(=O)CSc1nnc(-c2ccccc2)c(-c2ccccc2)n1	0	1	0	1	1	5	-4	-3	-3
CCCC(=O)Nc1ccc(C(=O)COC(=O)C2CC2C)cc1 (configuration not stated)	·	-8	29*	-3	-5	1	-3	0	7
Cn1c(=O)[nH]c(=O)c2c1nc(N1CCCC1)n2CCCSc1nc2ccccc2o1	11	14	0	3	3	-2	1	-3	-4
Cc1noc(C)c1COc1ccccc1C(=O)NCc1ccccc1Cl	-3	7	4	6	4	3	-4	0	7
COc1ccc(C(CC(=O)N2CCN(c3ccccc3)CC2)c2c(O)cc(OC)cc2OC)cc1 (configuration not stated)	4	3	-1	6	3	11	-4	-2	2
CC1(C)Cc2c(cnn2-c2cccc(F)c2)C(NC(=O)CCc2cnccn2)C1 (configuration not stated)	1	3	13	6	2	2	3	3	2
CC[C@@]12C(=O)N(c3cccc(C)c3)C(=O)N1[C@H](c1ccc(Br)cc1)[C@@H]1C(=O)N(C(C)(C)C)C(=O)[C@@H]12	2	5	-9	-4	0	1	1	-3	-2
Cc1cccc(C(C)C)c1NC(=O)COC(=O)COc1ccc2c(C)cc(=O)oc2c1	1	9	-2	4	-2	4	-44	-2	-3
COC(=O)C1=CN(Cc2ccc(C)cc2)C=C(C(=O)OC)C1c1cc(OC)c(OC)c(OC)c1	17	7	4	0	1	21	2	3	0
CCn1c(-c2csc(C(C)C)c2)n[nH]c1=S	4	8	0	3	-1	2	-1	-1	-2
CCOCCCN(C(=O)CCC(=O)Nc1cc(C)on1)C(C(=O)NC(C)(C)C)c1ccccc1Cl (configuration not stated)	-3	-2	3	1	-5	4	-7	-1	-5
COc1ccccc1-c1sc2cc3c(cc2c1-c1ccc2c(c1)OCO2)OCO3	·	13	7	8	2	-5	1	4	-1
COc1cccc(/C=C/C(=O)OCC(=O)Nc2ccc(N3CCOCC3)cc2)c1OC	17	-4	2	4	0	-1	1	-3	15
Cc1ccc(C(=O)CN(C(=O)c2ccc(Cl)c(Cl)c2)N2C(=O)C3C4C=CC(C4)C3C2=O)cc1 (configuration not stated)	4	-8	-8	-5	1	4	0	-6	1
O=C(Nc1ccccc1OC(=O)c1ccc(Cl)cc1)c1ccc(Cl)cc1	-1	-25	-3	0	7	2	-2	-5	-1
CC(OC(=O)c1ccc(NC(=O)CC#N)cc1)C(=O)Nc1nc(-c2ccccc2)cs1 (configuration not stated)	-108	-42	-45	-21	53*	-26	-10	-20	-55
N#Cc1c(C(F)(F)F)cc(-c2cccs2)nc1SCc1ccc(Cl)nc1	5	-2	4	2	3	3	-4	-6	-7
CCCn1nc(C(=O)Nc2ccc(N3CCOCC3)cc2)c2ccccc2c1=O	·	7	8	2	2	4	-3	1	6
COc1cc(NC(=O)c2ccccc2)c(OC)cc1Cl	12	4	-2	-5	0	1	1	-2	4
Cc1ccc(-c2nc(NC(=O)CSc3ncn[nH]3)ns2)cc1	8	12	2	-4	-1	1	-3	-1	1
Continuation.
SMILES	GSTO1 inh	PAFAH1B3 FP inh	LYPLA2 counter	PME-1 inh	pPAFAH FP inh	PAFAH1B2 FP inh	PAD4 FP inh	LYPLA1 counter	PAFAH2 FP inh
O=C(NCc1ccc2c(c1)OCO2)C1CCCN(S(=O)(=O)c2cccnc2)C1 (configuration not stated)	-2	-1	5	0	3	-2	0	2	9
CCN(CC)S(=O)(=O)c1cc(NC(=O)CNc2c(C)n(C)n(-c3ccccc3)c2=O)ccc1C	-1	10	-1	-3	2	6	-1	1	-9
CCn1nc(C)c(CNC(=O)CC2C(=O)NCCN2CC(C)C)c1C (configuration not stated)	1	4	4	7	6	0	2	1	-1
C#CCCc1cscc1/C=[N+](\[O-])c1ccc(C(=O)OCC)cc1	·	4	-2	-7	5	-5	-5	-3	-5
O=C(N/N=C/C(c1ccccc1)c1ccccc1)c1ccccc1F	2	3	-1	3	6	1	0	0	0
Cc1cccc(C(=O)Nc2sc3c(c2C(=O)O)CCC3)c1	-13	5	-2	1	15	14	1	-1	9
COc1ccc(CNS(=O)(=O)c2cc(OCC(N)=O)c(C)cc2Cl)cc1	30	10	3	2	5	14	-1	2	10
CC(C)(C)C1C=C(Sc2ccccc2)C(=O)O1 (configuration not stated)	-3	7	8	-1	6	6	0	7	5
CCc1c(C)nn(C(=O)/C(C#N)=C\N(C)C)c1C	6	7	3	1	0	6	-3	3	3
CCN1CCN(C(c2cccs2)C(C)NC(=O)c2ccccc2)CC1 (configuration not stated)	2	-4	3	3	7	5	5	1	0
CC(C)C(NC(=O)C1CCCCC1)C(=O)NCc1ccccn1 (configuration not stated)	-3	-4	-1	-1	-2	4	-6	0	1
COc1cc(N)ccc1NC(=O)c1cccs1	5	2	0	-5	9	1	-3	4	4
CSc1ccc(CN2CCC(n3nccc3NC(=O)CCCc3ccccc3)CC2)cc1	-5	6	0	5	4	7	-1	2	0
COc1ccc(NC(=O)/C=C/c2cccc(F)c2)cn1	2	-5	-5	-9	8	2	-3	-4	-4
COc1ccc(NC2CCCN(C(=O)CCCN3CCCCC3=O)C2)cc1 (configuration not stated)	-29	-1	-6	-5	2	0	6	-4	3
O=S(=O)(c1ccccc1)c1cc(O)ccc1O	64*	2	-1	-10	2	1	2	-5	3
Cn1c(=O)cc(OCCCC(=O)NC2CCCC2)c2ccccc21	-2	5	2	-2	4	2	-5	2	-7
Cn1ncc(Cl)c1C(=O)N1CCN(c2ccc(Cl)c(Cl)c2)CC1	-3	-2	1	3	-5	0	1	1	3
CCOC(=O)COc1c(Cl)cc(/C=C2\N=C(C)OC2=O)cc1OC	13	12	4	1	1	4	6	3	-3

High-throughput results as filed in PubChem.
